Pf Dd2 inh – blocks in vitro growth of P. falciparum Dd2 | P. falciparum Dd2 growth, SYBR Green, 72 h | Potency, µM (top dose mostly 28.9 µM), without a hit: top-dose activity, negative = inhibition, most hits filed as inhibitors | hit rate 4.3% among 120,000; active = well fitted inhibition curve with a large enough effect; inconclusive = small, poorly fitted or top-dose-only effect; inactive = no such curve, though single readings can be large or run the other way;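 also: plate controls were DMSO vehicle for no effect and reference drug for full effect; nearly all actives have a fitted effect of over 65% in size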
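Readout: SYBR Green fluorescence, 485 nm excitation, 535 nm emission, after ~16 h lysis at 37C. Before that, Dd2-infected red cells (2.5% hematocrit) grew 72 h with compound, 29 uM top final concentration.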
Numbers without * were called inactive; i = inactive; ? = inconclusive; [ ] = dose if it differs, or a comment. Potency is read from the fitted curve at half-maximal effect.

SMILES | Pf Dd2 inh
Cn1nc(C(=O)N2CCn3nc(Cc4ccccc4)cc3C2)ccc1=O | 1%
Cc1ccc2oc(-c3ccc(C)c(NC(=O)/C=C/c4ccco4)c3)nc2c1 | ?
O=C(NCCc1ccccc1Cl)c1cc2ccccn2n1 | i
COCCn1cnc2ccc(-c3cccnc3OC)nc2c1=O | i
Cc1ncc(C(=O)N2CCC3(CC2)[C@H](O)C[C@@H]3OCCO)c(=O)[nH]1 | 7%
Fc1ccc(-c2cnc([C@@H]3COCCN3Cc3cnc4ccccc4c3)[nH]2)cc1 | i
Cc1ccc2cc(C3(O)CCN(C(=O)[C@@H](N)Cc4cnc[nH]4)CC3)ccc2n1 | 5%
CSc1ccc(C(=O)Nc2ccc(-c3nc4ccccc4s3)c(O)c2)cc1 | 9%
COCC1CN(C)CC12CCN(S(=O)(=O)c1cnc[nH]1)CC2 (configuration not stated) | -15%
O=C(c1ccccc1F)N1CCC2(CC1)CCN(CCc1ccccc1)c1ccccc1O2 | i
COc1ccc(C(=O)N2CCCN(S(C)(=O)=O)C(c3ccccc3)CC(=O)NCC2)c(OC)n1 (configuration not stated) | i
Cc1cnc2c(C(=O)N[C@H](C3CCNCC3)C3CC(O)C3)cnn2c1 (some centres not stated) | -10%
O=C(COc1ccc(F)cc1)N1CC(c2nc(CCOCC3CCOCC3)no2)C1 | -20%
CCc1ccc(NC(=O)CSC2=Nc3ccccc3C3=NC(CCC(=O)NCc4ccco4)C(=O)N23)cc1 (configuration not stated) | ?
COc1cc(CNC(=O)c2cc(-c3cccc(N(C)C)c3)cc3ncn(C)c23)ccn1 | i
CCc1ccc(CNCc2c(C(=O)O)c(C)n(Cc3c(F)cccc3Cl)c2C)cc1 | ?
CCNC(=O)N1CC(C(=O)N2CCCC(C(=O)OCC)C2)CC(c2ccc(F)c(C)c2)C1 (configuration not stated) | ?
CC1CCN(C(=O)Cn2cc(SCC(=O)Nc3ccccc3)c3ccccc32)CC1 | -21%
O[C@]1(c2ccccc2)CCN(Cc2ccncc2)C[C@H]1N1CCCC1 | 0.71µM*
COc1ccccc1NC(=O)C1=C(C)Nc2c(C(=O)Nc3ccc(C)cc3)cnn2C1c1cccc(OC)c1OC (configuration not stated) | 13%
Cn1nccc1CN1CCCC2(C1)NC(=O)c1ccccc1O2 (configuration not stated) | 8%[44.1 µM]
O=C(Nc1ccc2nc(SCC(=O)N3CCc4ccccc43)sc2c1)c1ccc(Cl)cc1 | 7%
COc1cc(F)ccc1-c1ccnc2nc(CCc3ccccc3)nn12 | i
Cc1csc2nc(-c3cccc(NC(=O)C(C)C)c3)cn12 | 31%[activator]
COc1ccccc1CNC(=O)Cn1ncc2c(=O)oc3ccc(C)cc3c21 | ?
CC(=O)N1CCN(CC[C@H]2CN(C(=O)c3cccs3)CC[C@H]2CC(=O)O)CC1 | 24%[44.1 µM]
C[S+](=O)([O-])CCn1ncc2cc(OCc3cccc(-c4cccnc4)c3)ccc21 | ?
COc1cccc(CN2CCOC3(CCN(Cc4ccc5[nH]ccc5c4)CC3)C2=O)c1 | -17%[44.1 µM]
OC1(c2csc(CN3CCN(c4ccccn4)CC3)n2)CCN(C2CCCC2)CC1 | ?
CN1CCCCCCN(Cc2cccnc2)[C@H]2CCC[C@H]2C1=O | -23%
CN1CCC(N[C@@H](Cn2cc(F)c(=O)[nH]c2=O)C(=O)O)CC1 | 8%[44.1 µM]
CCCOc1c(CN2CCCNCC2)cc(Cl)cc1OC | ?
CN(Cc1ccco1)S(=O)(=O)c1nnc(NC(=O)c2ccccc2Cl)s1 | -10%
O=C(Nc1cnc(N2CCC(N3CCCCC3)CC2)c(C(=O)O)c1)c1ccc(Br)cc1 | 5%
COc1ccc2nc(C[C@@H]3C[C@@H](C(C)C)[C@H](CNC(=O)[C@@H]4CCCC[C@@H]4C(=O)O)C=C3C)[nH]c2c1 | -24%
CC(C)Cn1c(=O)c2ccccc2n2c(CCC(=O)Nc3cccc(Cl)c3)nnc12 | -2%
CCn1cc(S(=O)(=O)N2CCC3(CC2)N(CCOC)C(=O)CS3=O)cn1 (configuration not stated) | 3%
CC1CCN(C(=O)Cn2cc(SCc3ccccc3)c3ccccc32)CC1 | ?
Cc1ccc(F)cc1S(=O)(=O)N1CCCC(Cn2c(C3CC3)nc3cccnc32)C1 (configuration not stated) | ?
CCOC(=O)c1oc2ccc(S(=O)(=O)n3nc(-c4ccc(Br)cc4)cc3N)cc2c1C | ?
COc1ccc(Cl)cc1NC(=O)CC1CCCN(c2cnn(C)c(=O)c2)C1 (configuration not stated) | ?
COc1ccc(OC)c(CNC(=O)C2CCCCC(=O)N2)c1 (configuration not stated) | -14%
O=C(C1CCOCC1)N1CCCC(CCc2ccc(F)c(F)c2)C1 (configuration not stated) | -4%
O=c1n(CC2CC2)nc2n1CCN(S(=O)(=O)c1ccc(Cl)s1)CC2 | -11%
CNc1ccc(OC2CCN(C(=O)NCCc3ccccc3)CC2)nc1 | i
CN(C)C(=O)N1CCC2(CC1)CN(C(=O)CCCNC(N)=O)Cc1ccccc1O2 | 0%
CCOC(=O)c1c(C)[nH]c(C)c1S(=O)(=O)NCC(=O)Nc1ccc(C)c(N(C)C)c1 | 9%
CCC(=O)N1CCCC(Cc2nc(C3CCOCC3)no2)C1 (configuration not stated) | 2%
CC(C)Sc1ncc(Cl)c(C(=O)Nc2ccc(S(=O)(=O)N3CCCCC3C)cc2)n1 (configuration not stated) | ?
COc1ccc(OC2CCN(C(C)=O)CC2)c(C(=O)NCCc2c(C)n[nH]c2C)c1 | -34%

(continued)
SMILES | Pf Dd2 inh
Fc1ccc(-c2cc(C(F)(F)F)nc(NCc3ccccc3)n2)cc1 | -16%
Cc1ccc(Cn2c(C)c(CNCCCc3ccccc3)c(C(=O)O)c2C)cc1 | ?
COc1ccc(F)cc1-c1cccc(COc2ccc3c(cnn3CC[S+](C)(=O)[O-])c2)c1 | -29%
O=C(Cc1ccc(Cl)cc1)NC1CCN(c2cc(-c3ccc(F)cc3)[nH]n2)C1 (configuration not stated) | -26%
COCC1CN(C(C)=O)CC12CCN(Cc1cc(F)c(F)cc1F)CC2 (configuration not stated) | -17%
COc1ccccc1-c1nnc2n1C(C(=O)NC(C)C)CC2 (configuration not stated) | -9%
CCOC(=O)c1sc2ccccc2c1S(=O)(=O)NCc1ccc(F)cc1 | 35%[activator]
O=C(CSc1nccn1C1CCCC1)Nc1ccccc1 | -25%
O=C(Cn1nc2n(c1=O)CCCC2)Nc1cccc(F)c1 | i
COCCN1CCOC2(CCN(Cc3ccc(C(C)C)cc3)CC2)C1=O | -10%[44.1 µM]
COc1cc(OC)cc(C(=O)N2CCc3cn(C)c4cccc(c34)C2)c1 | i
O=C(CCC1CCCN(S(=O)(=O)c2cccc(F)c2)C1)NCC1CC1 (configuration not stated) | 1%
O=C(Cc1ccccc1)N1CC[C@H]2COC(=O)N2c2cc(F)ccc2C1 | -3%[44.1 µM]
Cn1nc(C2CCN(C(=O)C3CCC3)CC2)c2c1CCOC2 | i[5.79 µM]
Cc1cc(NC(=O)N2CCC(CN3CCOCC3)CC2)ccc1Br | 21%
CNC(=O)[C@@H]1CN(C(=O)c2ccc(F)c(Cl)c2)C[C@H]1CO | -20%
C[S+](=O)([O-])N1CCc2nc(-c3ccc(Cl)cc3)nc(-c3ccccc3)c2C1 | i
COc1cc(OC)c(NC(=O)c2sc3nc4n(c(=O)c3c2C)CCCC4)cc1Cl | -12%
Cn1cc(C(=O)NC2CC(=O)N(Cc3cccc4ccccc34)C2)ccc1=O (configuration not stated) | -12%
CN(C)Cc1cc(C[C@@H]2C[C@H](NC(=O)COc3ccccc3)C2(C)C)no1 | ?
COc1ccc2c(c1)CN(C1COC1)CC[C@H]1COC(=O)N21 | 42%[activator][44.1 µM]
CCCCCC(=O)N1CC[C@@H](CC(=O)NCc2cccs2)[C@@H](CC)C1 | i
COc1nc2c(cc1CNC(=O)c1c(C)cccc1C)C(=O)N(C1CCCC1)C2 | -27%
COC1C(=O)N(CC2CC2)C12CCN(C(=O)COc1ccc(F)cc1)CC2 (configuration not stated) | ?
Cc1cccc(NC(=O)N2CCC(CCNC(=O)Cc3ccccc3F)CC2)c1 | -14%
O=C1CCCc2cc(S(=O)(=O)NCC3CCC(C(=O)NCc4ccccc4Cl)CC3)ccc2N1 (configuration not stated) | 84%[activator]
CCCN(C)c1nccnc1OC1CCN(C(=O)C2CCCCC2)C1 (configuration not stated) | ?
Cc1cccc(C)c1-n1ncc(C(=O)NCCN2CCN(C)CC2)c1C1CCN(C(=O)OC(C)(C)C)CC1 | -24%
c1cncc(CN2CCC[C@H]2c2nc(-c3ccc(-n4ccnc4)nc3)no2)c1 | 8.9µM*
COc1ccc(CCNC(=O)c2c(C)oc3ncn(C)c(=O)c23)c(OC)c1 | 24%
CSc1ccc(CCNC(=O)c2ccc3c(c2)nc2n3CCCCC2)cc1 | 26%
COCc1nc(C2CCN(C(=O)c3ccnn3C)C2)no1 (configuration not stated) | -3%
Cc1nc(-c2ccccc2OC2CN(S(=O)(=O)Cc3ccccc3)C2)no1 | ?
O=C(NCc1ccc(F)cc1F)c1cc2n(n1)CC(c1ccc(Cl)cc1)OC2 (configuration not stated) | i
COc1ccc(-c2cc([C@H]3CN4CC[C@H]3C[C@@H]4CNC(=O)c3cccs3)n(C)n2)cc1OC | i
O=C(c1cccs1)N1C[C@@H]2C[C@H](C1)c1ccc(C3CCCCC3)c(=O)n1C2 | 28%[44.1 µM]
Cc1ccc(CNC(=O)CN(C)S(=O)(=O)c2ccc3c(c2)c(=O)n(C)c(=O)n3C)cc1 | i
Cc1ccc([S+](=O)([O-])N2CCCC(c3nn(-c4ccccc4)c(=O)[nH]3)C2)cc1 (configuration not stated) | i
CNS(=O)(=O)c1cn(CC(=O)N2CCN(c3ccc(C(C)=O)cc3)CC2)cc1S(=O)(=O)NC | ?
CSc1ccc(CCNC(=O)CCc2c(C)nc3c(c(C)nn3-c3ccc(C)c(C)c3)c2C)cc1 | 4%

Reformatted with tabs: entries from further up.
SMILES	Pf Dd2 inh
CCCCCC(=O)N1CC[C@@H](CC(=O)NCc2cccs2)[C@@H](CC)C1	i
COc1nc2c(cc1CNC(=O)c1c(C)cccc1C)C(=O)N(C1CCCC1)C2	-27%
COC1C(=O)N(CC2CC2)C12CCN(C(=O)COc1ccc(F)cc1)CC2 (configuration not stated)	?
Cc1cccc(NC(=O)N2CCC(CCNC(=O)Cc3ccccc3F)CC2)c1	-14%
O=C1CCCc2cc(S(=O)(=O)NCC3CCC(C(=O)NCc4ccccc4Cl)CC3)ccc2N1 (configuration not stated)	84%[activator]
CCCN(C)c1nccnc1OC1CCN(C(=O)C2CCCCC2)C1 (configuration not stated)	?
Cc1cccc(C)c1-n1ncc(C(=O)NCCN2CCN(C)CC2)c1C1CCN(C(=O)OC(C)(C)C)CC1	-24%
c1cncc(CN2CCC[C@H]2c2nc(-c3ccc(-n4ccnc4)nc3)no2)c1	8.9µM*
COc1ccc(CCNC(=O)c2c(C)oc3ncn(C)c(=O)c23)c(OC)c1	24%
CSc1ccc(CCNC(=O)c2ccc3c(c2)nc2n3CCCCC2)cc1	26%
COCc1nc(C2CCN(C(=O)c3ccnn3C)C2)no1 (configuration not stated)	-3%
Cc1nc(-c2ccccc2OC2CN(S(=O)(=O)Cc3ccccc3)C2)no1	?
O=C(NCc1ccc(F)cc1F)c1cc2n(n1)CC(c1ccc(Cl)cc1)OC2 (configuration not stated)	i
COc1ccc(-c2cc([C@H]3CN4CC[C@H]3C[C@@H]4CNC(=O)c3cccs3)n(C)n2)cc1OC	i
O=C(c1cccs1)N1C[C@@H]2C[C@H](C1)c1ccc(C3CCCCC3)c(=O)n1C2	28%[44.1 µM]
Cc1ccc(CNC(=O)CN(C)S(=O)(=O)c2ccc3c(c2)c(=O)n(C)c(=O)n3C)cc1	i

(further entries)
SMILES | Pf Dd2 inh
Fc1cccc(NCc2ccccc2-c2nnc(-c3ccccc3Cl)o2)c1 | -5%
CCc1ccc(NC(=O)c2cc3n(n2)CC(c2ccc(Cl)cc2)OC3)cc1 (configuration not stated) | i
CCN(Cc1ccccc1)C(=O)CCS(=O)(=O)c1cc2c(cc1Cl)NC(=O)CO2 | 5%
COc1ccc(C2Cn3nnc(-c4noc(-c5ccsc5)n4)c3CO2)cc1 (configuration not stated) | -6%
O=C(C1CCN(c2cn[nH]c(=O)c2)C1)N1CCCC1 (configuration not stated) | 4%
CC(=O)N1CCCN(c2ncnc3c2CN(c2cccc(C)c2)C(=O)N(C)C3)CC1 | 27%
CCC(C)NC(=O)C1COC2(CCN(C(=O)c3cccc(F)c3)CC2)N1C(=O)c1cccc(OC)c1 (configuration not stated) | i
O=C(NCCCCc1ccccc1)c1nn(-c2ccccc2)nc1CO | 32%
CCOC(=O)C1CCN(C(=O)c2ccccc2NC(=O)c2nsc3ccccc23)CC1 | -22%
O=C(c1ccc(F)cc1)N1C[C@@H]2C[C@H](C1)c1c(-c3ccc(Cl)cc3)ccc(=O)n1C2 | -22%[44.1 µM]
CN(Cc1ccc(OC(F)(F)F)cc1)C(=O)C1(c2ccc(Cl)cc2)CCOCC1 | ?
Cc1cc(=O)n(CC(=O)NC(C)c2ccccc2)c2c1c(C)nn2C (configuration not stated) | 24%
Cc1ccc(Cl)cc1NC(=O)CCc1c(C)nc2c3cccnc3nn2c1C | -8%
COCCN1C(=O)CS(=O)(=O)C12CCN(C(=O)c1sccc1C)CC2 | -15%
Cn1cc(CNC(=O)c2ccc(S(=O)(=O)N[C@@H]3CCNC3)cc2)cn1 | 12%
COc1cc(Nc2ncncc2-c2nc(-c3ccccc3)no2)cc(OC)c1OC | ?
CCOC(=O)CCNC(=O)N1CCN(S(=O)(=O)c2ccc3c(ccn3C)c2)CC1 | 9%
CC(C)(C)c1noc(-c2nnn3c2COC(c2ccc(F)cc2)C3)n1 (configuration not stated) | i
Cc1cc(C)c(NS(=O)(=O)c2ccc(-c3cnc(C4CC4)o3)cc2)c(C)c1 | 6%
CCOc1ccc(CCNC(=O)CCc2c(C)nc3cc(-c4ccccc4OC)nn3c2C)cc1 | ?

This is a subset; rates above refer to the full screens.
